Mtb BioA inh – BioA (M. tuberculosis) enzyme inhibition | purified M. tuberculosis BioA enzyme, plate reader | inhibition, % at 9.99 µM | actives 0.096% (n = 360,000); in the data active = inhibition above about 40%; inconclusive = no clear call, values can overlap the other calls
GDH-TPI inh – counter-screen for M. tuberculosis FBA inhibitors: GDH-TPI coupled enzymes | GDH-TPI coupled enzyme counterscreen, NADH absorbance | inhibition, % at 4.8 µM | actives 1.2% (n = 360,000); in the data active = inhibition above about 30%;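 note: 0% = DMSO wells and 100% = wells lacking the enzyme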
UGM FP inh – inhibitors of M. tuberculosis UDP-galactopyranose mutase. P9WIQ1. purified UGM, fluorescence polarization probe displacement. inhibition, % at 10 µM. actives 0.06% (n = 320,000). AID 504406; in the data active = inhibition above about 10%, passing the limit was not always enough; inconclusive = no clear call, values can overlap the other calls
Target sequence (P9WIQ1 whole entry, looked up): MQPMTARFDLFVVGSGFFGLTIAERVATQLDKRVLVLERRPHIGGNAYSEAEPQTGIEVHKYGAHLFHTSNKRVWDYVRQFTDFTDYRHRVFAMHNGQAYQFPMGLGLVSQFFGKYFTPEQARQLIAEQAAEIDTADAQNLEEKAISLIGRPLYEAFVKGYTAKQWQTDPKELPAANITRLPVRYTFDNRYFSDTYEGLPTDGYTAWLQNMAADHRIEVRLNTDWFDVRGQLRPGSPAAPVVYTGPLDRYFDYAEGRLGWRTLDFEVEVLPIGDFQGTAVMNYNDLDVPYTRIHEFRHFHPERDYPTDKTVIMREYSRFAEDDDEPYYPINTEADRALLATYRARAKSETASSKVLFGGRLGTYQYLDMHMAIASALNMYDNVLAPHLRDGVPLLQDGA
PfHsp40 yeast – compounds rescuing yeast from Plasmodium falciparum HSP40 toxicity. S. cerevisiae expressing PfHsp40, growth rescue, ATP luminescence. growth rescue, % at 12.5 µM. actives 0.68% (n = 340,000). AID 504582; in the data active = growth rescue above about 28%, passing the limit was not always enough; inconclusive = no clear call, values can overlap the other calls;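 note: yeast W303a lacking pdr1 and pdr3 grown in galactose medium; growth measured after three days at 30 °C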
FBA Mtb inh – inhibits M. tuberculosis FBA enzyme. purified M. tuberculosis FBA, fluorescence read-out. inhibition, % at 1 µM. actives 2.3% (n = 360,000). AID 588726; in the data active = inhibition above about 27%;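 note: 0% = vehicle and 100% = reference inhibitor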
Target sequence (P9WQA3 whole entry, looked up): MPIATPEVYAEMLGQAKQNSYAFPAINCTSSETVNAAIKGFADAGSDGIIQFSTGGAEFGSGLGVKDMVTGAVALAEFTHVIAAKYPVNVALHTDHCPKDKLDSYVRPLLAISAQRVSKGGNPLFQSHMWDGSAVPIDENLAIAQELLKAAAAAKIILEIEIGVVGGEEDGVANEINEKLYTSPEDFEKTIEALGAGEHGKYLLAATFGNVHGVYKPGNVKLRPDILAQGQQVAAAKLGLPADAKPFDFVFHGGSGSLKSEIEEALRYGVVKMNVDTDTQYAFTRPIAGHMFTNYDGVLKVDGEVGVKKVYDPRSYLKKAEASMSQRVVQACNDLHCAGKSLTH
FadD28 binding – M. tuberculosis FadD28 bisubstrate binding inhibition; FadD28 bisubstrate probe binding, fluorescence polarization; inhibition, % at 12.5 µM; actives 0.22% (n = 360,000); in the data active = inhibition above about 8.5%, passing the limit was not always enough; inconclusive = no clear call, values can overlap the other calls
Vc quorum ag – induces V. cholerae light production without autoinducers | V. cholerae BH1578 lux reporter, luminescence, 6 h | activation, % at 18.7 µM | actives 0.16% (n = 350,000); in the data active = activation mostly above about 9.7%, no sharp cut-off; inconclusive = no clear call, values can overlap the other calls; inactive = mostly below about 3.7%; note: not every result past the cut was called active; inactives centre near 0; reference of the scale not given here
TcdB inh – TcdB glycohydrolase inhibition; P18177; TcdB glycohydrolase enzymatic assay, plate reader; inhibition, % at 9.99 µM; actives 0.24% (n = 350,000); AID 652162; in the data active = inhibition above about 10%
Yp Topo-I inh – Y. pestis Topo-I inhibition via cleavage products; Y. pestis Topo-I cleavage product accumulation, plate reader; activity, % at 10 µM; AID 504884; actives 0.064% (n = 360,000); in the data active = activity above about 50%, passing the limit was not always enough; inconclusive = no clear call, values can overlap the other calls; note: inactives centre near 2
The depositor's hits bear a star; i = inactive; ? = inconclusive; · = no result given; & = joins results of further samples.

SMILES	Mtb BioA inh	GDH-TPI inh	UGM FP inh	PfHsp40 yeast	FBA Mtb inh	FadD28 binding	Vc quorum ag	TcdB inh	Yp Topo-I inh
CCOc1ncccc1C(=O)OCC(=O)c1ccccc1	·	-1	0.4	-0.8	5	2.8	0.1	0.8	4
COC(=O)/C=C/C1=CN(Cc2ccccc2)CCC1=O	10	61*	-0.5	0.3	-2	-0.1	-1.4	-0.7	-2
COc1cc(NC(=O)CSc2nc(=O)n(CCN3CCOCC3)c3c2CCC3)cc(OC)c1	2.7	-2	-2.5	-0.5	0	-4.9	0.7	0.4	9
Cc1nc(SCC(=O)NC2CCCC2)c2c(C)c(C)sc2n1	0.1	-5	1.1	-0.6	3	-3.1	-0.4	-1.5	6
COc1ccc(/C=N/N2C(=N)SCC2=O)cc1	-1.6	49*	2.8	-0.9	0	-3.7	i	1.3	-2
O=C(O)CCS(=O)(=O)Cc1ccccc1F	·	6	-1.9	-0.4	3	0.4	-0.4	·	-3
CC1=NN(C(N)=S)C(=O)C1N=Nc1cccc(Cl)c1C (stereo unspecified)	-1.9	1	0.6	104*	-2	-2.7	-1.7	1.3	-18
CC1(C(=O)Nc2ccc3c(c2)OCO3)CCN1Cc1ccccc1OC(F)F (stereo unspecified)	-1.7	7	·	·	-2	-1.6	-0.3	0.6	28
Cc1cc(C(=O)COC(=O)c2ccc(N)c([N+](=O)[O-])c2)c(C)n1-c1ccc2c(c1)OCO2	2.5	9	-0.9	-1.1	-4	1.4	0.4	0.6	-4
COc1ccc(S(=O)(=O)N2CCOC2CNC(=O)C(=O)NCCc2ccc(OC)c(OC)c2)cc1 (stereo unspecified)	·	-3	-1.8	0.5	-3	-2.4	-0.2	·	27
COCCNC(=O)C(c1ccc(C)cc1)N(C(=O)CCC(=O)Nc1ccccn1)C1CCCCC1 (stereo unspecified)	-0.6	3	-3.1	-0.5	-1	1.1	0.6	0.8	25
O=C(/C=C/c1ccc([N+](=O)[O-])cc1)Nc1cccnc1	7.1	21	0.9	2.5	2	-1.1	1.1	·	-2
CCCc1c(O)nc(SCC(=O)N2CCCCC2)[nH]c1=O	-0.3	4	-2.7	-1.5	-1	-1.7	3.9	0.9	-1
Cc1cccc(N2C(=O)c3ccccc3C2=O)n1	2.7	10	2.7	-1.9	-1	·	-0.6	0.7	-1
CC1(C)CC(=O)C2=C(C1)OC(N)=C(C#N)C2Cc1ccccc1 (stereo unspecified)	-0.7	-11	2.1	-0.6	2	-6.7	-0.5	2.0	12
Cc1ccc(S(=O)(=O)N2CCOCC2)cc1C(=O)Nc1nc(-c2cccnc2)cs1	-1.3	-5	-2.1	0.2	-2	1.7	-6.2	1.2	5
COc1cc(NC(=O)c2noc3c2CCC3)c(OC)cc1Cl	·	4	-2.6	-0.6	-1	-2.4	-0.9	·	3
CCN(Cc1ccccc1)C(c1ccc(C(F)(F)F)cc1)c1nnnn1C(C)(C)C (stereo unspecified)	-0.7	-10	-1.4	?	-1	-1.1	·	·	1
O=c1cc(O)c2sc(Nc3cccc(C(F)(F)F)c3)nc2[nH]1	·	22	2.6	0.6	-4	-1.7	-0.3	·	-5
Cc1c(Cl)cccc1NC(=O)CCN1CCOCC1	-0.9	14	-2.5	1.1	2	-2.2	i	1.2	-2
O=C(Cn1cnc([N+](=O)[O-])n1)c1ccc(O)c(O)c1	0.0	24	-0.4	-0.5	-6	-1.1	i	-3.7	-3
Cc1ccc(C)c(S(=O)(=O)N2CCCCC2CCNC(=O)C(=O)NCc2cccnc2)c1 (stereo unspecified)	0.1	6	-1.5	-0.8	2	0.5	5.6	1.7	27
N#Cc1ccccc1OCC(=O)NCC1(N2CCCCC2)CCCCC1	·	3	-1.9	1.0	0	-3.5	-0.3	2.0	10
CN1CCN(c2ccccc2NC(=O)c2ccc(F)cc2)CC1	·	10	-0.3	-0.6	1	-0.8	-0.5	1.0	0
O=C(NC1(Cc2ccccc2)CCN(CCCc2ccccc2)C1=O)c1ccccc1 (stereo unspecified)	-1.6	6	-1.9	0.3	3	-1.1	i	-0.1	22
COc1ccc(C(=O)OCC(=O)NC2CC2)cc1S(=O)(=O)N(C)Cc1ccccc1	2.5	-11	0.2	-0.7	-1	-3.4	i	1.6	8
CCC(C)NCC(=O)Nc1ccc(-c2nc3cc(NC(=O)CNC(C)CC)ccc3o2)cc1 (stereo unspecified)	-2.6	21	-0.6	-0.5	99*	-5.9	i	·	9
COCCNC(=O)C(C)N(c1ccc(Oc2ccccc2)cc1)S(C)(=O)=O (stereo unspecified)	-1.2	1	1.4	0.2	4	0.5	i	·	3
CCOc1cc(/C=C2/NC(=O)N(Cc3ccccc3F)C2=O)ccc1O	-3.3	40*	-0.2	-0.4	-2	-1.0	-0.4	·	-8
C[C@H](CO)N1C[C@H](C)[C@@H](CN(C)Cc2ccc(-c3ccccc3)cc2)Oc2c(NC(=O)Nc3ccc(C(F)(F)F)cc3)cccc2C1=O	0.1&-1.0	3	-1.1	-1.5	0	-2.5	i	0.0&1.8	2

Grouped by structure, those above containing an NH in an aromatic ring (2)
SMILES	Mtb BioA inh	GDH-TPI inh	UGM FP inh	PfHsp40 yeast	FBA Mtb inh	FadD28 binding	Vc quorum ag	TcdB inh	Yp Topo-I inh
CCCc1c(O)nc(SCC(=O)N2CCCCC2)[nH]c1=O	-0.3	4	-2.7	-1.5	-1	-1.7	3.9	0.9	-1
O=c1cc(O)c2sc(Nc3cccc(C(F)(F)F)c3)nc2[nH]1	·	22	2.6	0.6	-4	-1.7	-0.3	·	-5

Filtered by structure, the entries above with a CF3 group (three)
SMILES	Mtb BioA inh	GDH-TPI inh	UGM FP inh	PfHsp40 yeast	FBA Mtb inh	FadD28 binding	Vc quorum ag	TcdB inh	Yp Topo-I inh
CCN(Cc1ccccc1)C(c1ccc(C(F)(F)F)cc1)c1nnnn1C(C)(C)C (stereo unspecified)	-0.7	-10	-1.4	?	-1	-1.1	·	·	1
O=c1cc(O)c2sc(Nc3cccc(C(F)(F)F)c3)nc2[nH]1	·	22	2.6	0.6	-4	-1.7	-0.3	·	-5
C[C@H](CO)N1C[C@H](C)[C@@H](CN(C)Cc2ccc(-c3ccccc3)cc2)Oc2c(NC(=O)Nc3ccc(C(F)(F)F)cc3)cccc2C1=O	0.1&-1.0	3	-1.1	-1.5	0	-2.5	i	0.0&1.8	2

More entries follow:
SMILES	Mtb BioA inh	GDH-TPI inh	UGM FP inh	PfHsp40 yeast	FBA Mtb inh	FadD28 binding	Vc quorum ag	TcdB inh	Yp Topo-I inh
COC(=O)c1ccc(/C=N\NC(=O)c2ccc(C)cc2Cl)cc1	-3.1	4	1.9	-0.6	-2	-1.6	-15	·	0
O=C(O)c1cccnc1SCc1ccccc1Cl	-1.4	2	-0.8	0.1	1	-3.3	0.3	11*	6
COCC(C)NC(=O)c1cc(-c2cccc(OC)c2)on1 (stereo unspecified)	-3.7	-2	-0.7	0.6	1	-3.0	-0.2	2.8	-3
COc1ccccc1CNC(=O)CCc1c(C)nc2cc(-c3ccccc3OC)nn2c1C	·	9	-0.5	2.0	16	0.7	-2.2	0.9	-4
O=C(O)CC(NC(=S)NCc1ccccc1)C(=O)O (stereo unspecified)	-0.3	1	-0.5	0.1	0	-1.0	-0.9	1.3	6
COc1ccc(OC2C(=O)N(c3ccc(F)cc3)C2c2ccc(OC)c(OC)c2)cc1 (stereo unspecified)	·	3	0.6	1.1	1	-0.7	i	-0.1	16
CCc1ccc(C(=O)NNC(=O)c2cccc(S(=O)(=O)N3CCN(C)CC3)c2)cc1	-0.6	-9	·	0.7	-1	-1.4	-0.5	-4.0	-10
COc1ccc(N2C(=O)Cc3c2nc(N)c(C#N)c3N)cc1	0.7	14	-3.1	-1.4	-1	0.7	-0.2	0.4	-2
Cn1cc(C(=O)N/N=C/c2ccc([N+](=O)[O-])cc2)c2ccccc21	-1.5	20	0.6	1.1	1	-1.9	i	0.2	-8
CC1CN(C2CCCCC2)C(=S)N(c2ccccc2)C1=O (stereo unspecified)	1.4	-8	·	-1.0	-1	-2.4	i	1.4	-5
CCOC(=O)c1c2c3c(cccc3[nH]c1=O)C(=O)c1ccccc1-2	1.1	1	-0.9	0.7	0	1.4	-0.3	0.5	5
O=c1c2c3nc4ccccc4nc3n(/N=C/c3ccccn3)c2ncn1-c1ccccc1	4.7	16	0.3	-1.5	2	-0.8	-0.8	0.1	5
Cc1ccc(N(CC(=O)NCc2ccc3c(c2)OCO3)S(C)(=O)=O)cc1	0.5	-3	-0.1	-0.5	-2	-5.9	-0.3	·	8
O=C(c1ccccc1)N1CCN(c2cc(-c3ccccc3)nc3cc(-c4cccc(Cl)c4)nn23)CC1	-3.5	8	·	·	-2	-3.1	0.6	0.1	1
O=C(CCSc1ccc(Br)cc1)c1ccc(O)cc1	·	7	-1.2	537*	-2	-3.4	i	-1.0	-3
CCn1ncc(Br)c1C(=O)Nc1ccc(-c2ccno2)cc1	8.0	8	2.9	1.4	-3	-3.5	-0.4	5.5	-11
O=C(NCCc1ccccc1)c1ccc2c(c1)S(=O)(=O)c1ccccc1C2=O	0.6	3	-0.8	2.9	1	-2.3	i	0.0	7
Nc1nc(=S)n(-c2ccccc2)[nH]1	·	·	3.9	0.4	·	-3.1	i	1.2	-8
COc1ccccc1NS(=O)(=O)c1cc(NC(=O)c2ccc(=O)[nH]c2)ccc1N1CCOCC1	·	-1	0.0	0.9	3	-4.8	-0.3	0.4	-2
CCOc1ccc(NC(=O)Nc2ccc(NC(C)=O)cc2)cc1	·	2	2.0	0.4	0	-0.4	0.5	0.7	3
O=C(N[C@@H](c1ccccc1)[C@H](O)c1ccccc1)[C@@H]1CCCN1C(=O)OCc1ccccc1	-0.4	1	2.5	-1.4	0	-1.9	i	0.6	4
Cc1cc(OC(C)C(=O)NCC2CCCO2)cc(C)c1Cl (stereo unspecified)	0.3	-4	-2.0	-1.7	1	0.1	i	0.9	12
O=S(=O)(c1ccc(Cl)cc1)N1CCN(c2nc(-c3cccs3)nc3ccccc23)CC1	0.2	7	·	-0.1	-2	-3.4	-0.2	0.7	-1
O=C(/C=C/c1ccccc1Cl)Nc1ccc(S(=O)(=O)Nc2ncccn2)cc1	·	8	-1.3	-0.9	0	-3.3	i	1.3	-12
CC1(C(=O)NS(=O)(=O)c2ccc(C#N)cc2)CCN1C(=O)CC1CCCC1 (stereo unspecified)	-0.6	3	·	·	3	-1.9	-0.4	0.3	-3
CCN(CC)C(=O)CNC(=S)N(CCCN1CCOCC1)Cc1cccs1	0.3	-13	·	1.7	5	-3.8	-0.2	·	8
COC(=O)c1cccc(CSc2nc(-c3ccccc3)c(C#N)c(=O)[nH]2)c1	5.1	-3	-0.5	-1.0	-2	-35	-1.9	0.3	7
CCOC(CNCc1cc(C)c2[nH]c3ccccc3c2c1C)OCC	0.8	10	·	-1.1	2	-2.6	-0.8	2.2	-11
COC(=O)[C@]1(C)N[C@H](CN(C)C(=O)Nc2ccc(Cl)cc2)[C@@H]2C(=O)N(Cc3ccccc3)C(=O)[C@@H]21	1.0	3	-1.2	2.3	-1	-1.4	-1.1	-0.2	18
COc1ccc(CC(=O)OCC(=O)N2CCN(S(=O)(=O)c3ccc(C)cc3C)CC2)cc1	0.5	3	-2.1	-2.0	0	-2.6	-0.6	-0.3	33
COc1ccc(C(=O)NCCOc2cccc(OC)c2)cc1	·	2	-1.0	0.0	-2	-0.6	i	-0.3	-2
CC(C)NC(=O)CSCc1c(F)cccc1Cl	-2.0	11	0.9	0.7	-1	-1.0	i	·	8

Only PfHsp40 yeast and GDH-TPI inh, for 3 of the compounds above:
canonical_smiles | PfHsp40 yeast | GDH-TPI inh
CCN(CC)C(=O)CNC(=S)N(CCCN1CCOCC1)Cc1cccs1 | 1.7 | -13
COC(=O)c1cccc(CSc2nc(-c3ccccc3)c(C#N)c(=O)[nH]2)c1 | -1.0 | -3
CCOC(CNCc1cc(C)c2[nH]c3ccccc3c2c1C)OCC | -1.1 | 10
